# High-throughput results from PubChem BioAssay.
# NR3A LBD binder: binders of NR3A ligand-binding domain, primary screen, biophysical, differential scanning fluorimetry, uHTS. Tm shift relative to glycine control, % at 25 µM. Glutamate receptor ionotropic, NMDA 3A (GRIN3A) ligand-binding domain. 2.5% of 340,000 active. NR3A LBD differential scanning fluorimetry, Tm shift; 0% = protein alone, 100% = glycine-bound protein;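 active = melting temperature shift of at least 10% of the positive control shift, at one fixed dose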
# HKDC1 inhibitor: HKDC1 hexokinase inhibitors, primary screen, biochemical, fluorescence, uHTS. inhibition, % at 20 µM. 0.16% of 340,000 active. recombinant HKDC1, G6PDH/diaphorase resazurin coupled fluorescence. Q2TB90;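 active = inhibition above about 35% when tested at 20 µM, limit read from the data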;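 note: plate controls were DMSO wells with enzyme for no effect and DMSO wells lacking enzyme for full effect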
#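 Test system: Recombinant HKDC1 (HK5) hexokinase enzyme, produced in-house | Input: HKDC1 at 5 µg/mL | Buffer or medium: Tris pH 8.0 buffer with MgCl2, Tween-20, BSA, BME | Schedule: 90 min reaction incubation at room temperature, dark | Technique: Resazurin-to-resorufin fluorescence via G6PDH and diaphorase coupling, 525/613 nm | Controls: DMSO wells with and without enzyme mix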
# SENP8 block: human SENP8 protease inhibitors, primary screen, biochemical, fluorescence, Nedd8 protein substrate, uHTS; 0.64% of 360,000 active; inhibition, % at 20 µM; Sentrin-specific protease 8 (Homo sapiens), Q96LD8; AID 602440, 2012; recombinant SENP8; in the data active = inhibition mostly above about 40%, no sharp cut-off; inactive = mostly below about 27%
# Target sequence (Q96LD8 whole entry, looked up): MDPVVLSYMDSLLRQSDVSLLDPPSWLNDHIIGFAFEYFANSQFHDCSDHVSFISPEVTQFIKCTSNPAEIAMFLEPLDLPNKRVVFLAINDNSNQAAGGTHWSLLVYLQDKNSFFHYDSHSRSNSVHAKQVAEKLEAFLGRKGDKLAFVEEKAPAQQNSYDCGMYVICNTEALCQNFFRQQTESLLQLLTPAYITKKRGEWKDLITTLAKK
# SENP7 block: SENP7 protease inhibitors, primary screen, biochemical, luminescence, uHTS. Sentrin-specific protease 7 (Homo sapiens), Q9BQF6. recombinant SENP7, Z-RLRGG-aminoluciferin luminescence, 40 min. inhibition, % at 5 µM. 1.5% of 330,000 active;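 active = inhibition above about 50% at the single test dose, limit read from the data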;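 note: plate controls were DMSO with enzyme for no effect and no enzyme buffer wells for full effect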
# Target sequence (Q9BQF6 706-1050 limits assumed): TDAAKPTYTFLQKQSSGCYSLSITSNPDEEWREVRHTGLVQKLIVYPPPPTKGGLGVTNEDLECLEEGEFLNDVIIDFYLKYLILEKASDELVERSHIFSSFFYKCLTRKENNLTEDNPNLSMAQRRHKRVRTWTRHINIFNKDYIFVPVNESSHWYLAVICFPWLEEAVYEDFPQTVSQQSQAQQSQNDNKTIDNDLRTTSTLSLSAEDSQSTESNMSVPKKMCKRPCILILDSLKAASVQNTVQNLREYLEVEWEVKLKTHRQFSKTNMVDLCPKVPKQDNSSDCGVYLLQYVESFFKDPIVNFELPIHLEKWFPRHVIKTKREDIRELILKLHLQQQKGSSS
# PfG6PD inh: PfG6PD enzyme inhibitors, primary screen, biochemical, fluorescence intensity, uHTS. 0.78% of 350,000 active. PfGluPho enzyme, NADPH resazurin-diaphorase fluorescence. inhibition, % at 20 µM. glucose-6-phosphate dehydrogenase-6-phosphogluconolactonase (Plasmodium falciparum 3D7);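 active = inhibition reaching at least a set limit at 20 µM in the primary screen, cut at about 59% in these data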;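 note: 0% = DMSO wells with substrate and 100% = DMSO wells lacking glucose-6-phosphate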
# SENP6 block: SENP6 protease inhibitors, primary screen, biochemical, luminescence, uHTS | Recombinant SENP6 catalytic domain, aminoluciferin luminescence | Sentrin-specific protease 6 (Homo sapiens), Q9GZR1 | 1.8% of 330,000 active | AID 2599, 2010 | inhibition, % at 10 µM;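 active = inhibition above about 50% at the single tested dose, limit read from the data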;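 note: plate controls were DMSO wells with enzyme for no effect and DMSO wells lacking enzyme for full effect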
# ATG4B inh: ATG4B protease inhibitors, primary screen, biochemical, fluorescence, uHTS. Cysteine protease ATG4B (Homo sapiens), Q9Y4P1. ATG4B cleavage of LC3-PLA2, NBD-HPC fluorescence, 1 h. inhibition, % at 8.33 µM. 0.51% of 340,000 active; in the data active = inhibition above about 40%
# Target sequence (Q9Y4P1 whole entry, looked up): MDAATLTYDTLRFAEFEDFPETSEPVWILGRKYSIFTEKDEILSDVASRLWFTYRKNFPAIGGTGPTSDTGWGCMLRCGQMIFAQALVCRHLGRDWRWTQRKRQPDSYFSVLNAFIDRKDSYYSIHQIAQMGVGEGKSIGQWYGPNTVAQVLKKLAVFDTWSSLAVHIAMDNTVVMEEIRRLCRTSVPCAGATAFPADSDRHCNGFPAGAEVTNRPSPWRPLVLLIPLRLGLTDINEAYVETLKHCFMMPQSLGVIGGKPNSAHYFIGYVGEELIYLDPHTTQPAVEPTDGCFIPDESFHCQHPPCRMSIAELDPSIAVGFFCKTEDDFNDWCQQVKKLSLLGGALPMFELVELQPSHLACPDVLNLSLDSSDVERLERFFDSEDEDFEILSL
# MPTP inh: mitochondrial permeability transition pore inhibitors, primary screen, biochemical, isolated mouse mitochondria, absorbance | inhibition, % at 10 µM | 1.4% of 360,000 active | AID 602449, 2012 | Ca2+ swelling absorbance, 30 min;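 active = inhibition of 50% or more, scaled per plate between neutral and stimulator controls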;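 note: 0% = DMSO wells given calcium and 100% = 1 mM EGTA wells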
# An asterisk follows results filed as active; · = not tested or not shown.
SMILES,NR3A LBD binder,HKDC1 inhibitor,SENP8 block,SENP7 block,PfG6PD inh,SENP6 block,ATG4B inh,MPTP inh
Cc1ccc2c(c1)[C@H]1[C@H](CO2)[C@H](c2ccccc2)[C@]2(C)C(=O)Nc3cc(F)c(F)cc3C(=O)N12,2,2,0,-7,0,4,-13,1.8
CCn1nc(C)cc1C(=O)n1nc(C)c(Sc2ncccn2)c1C,2,-8,12,-4,-3,-5,3,69*
CC(N)c1ccc(Cl)cc1Cl (configuration not stated),-1,-8,13,3,11,12,-3,0.9
CCOC(=O)CNC(=O)/C=C/c1ccc2c(c1)OCO2,0,0,-249,-8,-7,-20,-11,0.3
CC1CCN(CC(O)CN2c3ccccc3Sc3ccccc32)CC1 (configuration not stated),0,-6,14,9,8,13,2,-0.1
O=C(NC(=S)Nc1ncc(Br)cc1Br)c1cncc(Br)c1,-3,2,0,5,-3,-13,-3,-0.3
CC(C)c1nn2c(=O)cc(CSc3ccccc3NC(=O)c3ccccc3F)nc2s1,-3,3,2,3,2,-5,1,1.0
COc1cccc2c1cc1c(=O)n(CC(=O)NC3CCCCC3)nc(C)n12,-2,-5,-272,6,-10,-2,-6,-0.5
C/C(=N\Nc1nnc(-c2ccccc2)c(-c2ccccc2)n1)c1cccc([N+](=O)[O-])c1,-1,-8,20,-3,-5,7,1,0.2
COc1ccc(OCC(=O)OCC(=O)NC2CC2)cc1,0,1,13,4,-12,-4,2,-0.7
O=C1CC(C(=O)O)C2(CCCC2)O1 (configuration not stated),-1,-16,15,-17,-4,-4,11,-3.6
COc1cc(/C=N/NC(=O)Cn2cnc3c2c(=O)n(C)c(=O)n3C)ccc1O,1,-4,-24,0,-3,-9,0,0.1

# Only SENP7 block, for some of the entries so far:
canonical_smiles	SENP7 block
O=C(NC(=S)Nc1ncc(Br)cc1Br)c1cncc(Br)c1	5
CC(C)c1nn2c(=O)cc(CSc3ccccc3NC(=O)c3ccccc3F)nc2s1	3
COc1cccc2c1cc1c(=O)n(CC(=O)NC3CCCCC3)nc(C)n12	6
C/C(=N\Nc1nnc(-c2ccccc2)c(-c2ccccc2)n1)c1cccc([N+](=O)[O-])c1	-3
COc1ccc(OCC(=O)OCC(=O)NC2CC2)cc1	4
O=C1CC(C(=O)O)C2(CCCC2)O1 (configuration not stated)	-17

# Among those listed so far, 3 contain an aryl methoxy group.
SMILES,NR3A LBD binder,HKDC1 inhibitor,SENP8 block,SENP7 block,PfG6PD inh,SENP6 block,ATG4B inh,MPTP inh
COc1cccc2c1cc1c(=O)n(CC(=O)NC3CCCCC3)nc(C)n12,-2,-5,-272,6,-10,-2,-6,-0.5
COc1ccc(OCC(=O)OCC(=O)NC2CC2)cc1,0,1,13,4,-12,-4,2,-0.7
COc1cc(/C=N/NC(=O)Cn2cnc3c2c(=O)n(C)c(=O)n3C)ccc1O,1,-4,-24,0,-3,-9,0,0.1

# Next results follow.
SMILES,NR3A LBD binder,HKDC1 inhibitor,SENP8 block,SENP7 block,PfG6PD inh,SENP6 block,ATG4B inh,MPTP inh
CCOc1cc(C(=O)OCC(=O)Nc2cccc(S(=O)(=O)NC3=NCCCCC3)c2)cc(OCC)c1OCC,-10,-1,7,-9,-2,5,-11,4.4
O=C(CNC(=O)COc1ccccc1)NCCc1ccccn1,-1,-6,8,4,-11,-11,2,4.2
CCn1cc(-c2cc(C(=O)O)c3ccccc3n2)cn1,-3,16,-404,8,-2,7,10,0.0
NC(=O)c1ccc(N=Cc2ccc([N+](=O)[O-])s2)cc1,-2,14,60*,·,72*,·,-12,-7.2
COc1ccc(N2CCN(C(=O)c3c(C)nn(-c4ccccc4)c3C)CC2)cc1,-1,1,15,2,-6,-9,-11,1.0
CCc1nc2ccccc2c(=O)n1NC(=O)c1c(O)c2cccc3c2n(c1=O)CCC3,-2,1,-170,-3,-44,-23,-4,1.2
NC(=O)COC(=O)c1c2c(nc3ccccc13)CCC2,1,-6,-56,-8,3,2,-9,0.7
Cc1ccc(F)cc1NC(=O)C1CC(=O)N(CCc2ccccc2)C1 (configuration not stated),0,-10,14,9,-4,-10,0,0.0
COc1ccc(C2CC(=O)C(C=NCCN3CCOCC3)=C(O)C2)cc1 (configuration not stated),1,-7,7,9,5,-8,-6,0.0
Cc1cccc(/C=N/N2CCN(c3ccccc3)CC2)c1,-8,-4,20,24,-1,34,7,-0.3
Cc1ccc(N(C)S(=O)(=O)c2cccc(C(=O)N3CCN(Cc4ccccc4)CC3)c2)cc1,2,-2,15,5,-9,7,1,-0.1
CC(C)C(=O)Nc1nnc(SCC(=O)NCC2CCCO2)s1 (configuration not stated),1,-4,8,-4,-7,2,0,0.7
COCCNC(=O)C(c1ccc(C)o1)N(CCOC)C(=O)Cn1nnc2ccccc21 (configuration not stated),3,-12,0,9,6,11,-16,0.6
CN1CCC(N(C)C(=O)c2cccc(S(=O)(=O)N3CCc4ccccc43)c2)CC1,0,-2,15,3,-8,-6,3,-2.4
CCOC(=O)Oc1c(OC)cc(C(=O)O[C@@H]2C[C@@H]3CN4CCc5c([nH]c6cc(OC)ccc56)[C@H]4C[C@@H]3[C@H](C(=O)OC)[C@H]2OC)cc1OC,-9,10,-62,5,-9,-3,-2,1.1
O=C(COc1cccc(Cl)c1)NCc1ccccc1,0,5,17,0,-1,-18,6,0.1
CCc1ccc(C(O)(C(C)C)C(CN2CCOCC2)c2ccccc2)cc1 (configuration not stated),1,5,22,-3,11,-33,-11,-0.1
Nc1nonc1-n1nnc(C(=O)N/N=C/c2cccc(Cl)c2)c1CSc1ccc(Cl)cc1,33*,-9,9,2,-24,-4,1,2.5
Cc1ccc2c(c1)N(CCC(=O)NCc1cccs1)C(=O)C(C)O2 (configuration not stated),0,-4,30,0,-13,-2,4,-1.0
Cc1c(Cl)cccc1NC(=S)N(Cc1ccccc1)Cc1cccnc1,-5,0,18,-4,-3,5,-23,0.9
O=C(O)/C=C/C(=O)NCCC(c1ccccc1)c1ccccc1,0,-4,21,2,-28,11,-2,1.1
CCOC(=O)Cc1nnc(NC(=O)CSc2nnc3c(n2)[nH]c2ccccc23)s1,-6,-4,1,2,14,-8,0,43
COc1ccc(C)cc1N(CC(=O)N/N=C/c1ccccc1C(=O)O)S(=O)(=O)c1ccccc1,-2,11,10,-14,-10,2,5,0.1
CCCCN(CCCC)CCNC(=O)CN1C(=O)COc2ccc(S(=O)(=O)N3CCOCC3)cc21,-1,-8,9,5,-4,-2,-10,-1.7
Cc1cc(C)c(NC(=O)CCN2CCN(Cc3ccccc3)CC2)c(C)c1,0,-1,10,-1,-1,7,-1,1.5
O=C(/C=C/c1cccc([N+](=O)[O-])c1)N1CC[C@@]2(O)CCCC[C@H]2C1,3,0,14,6,2,-11,7,1.8
CCN(CC)c1ccc(/C=N/Nc2cccc(C)c2)c(O)c1,-1,5,-22,7,30,8,-3,0.9
Cc1c(C(=O)N2CCN(c3ccccc3)CC2)sc2ncnc(N3CCN(c4ccccn4)CC3)c12,-2,1,-7,-1,8,-11,-4,-0.1
O=C(Nc1nccs1)c1ccc(COc2c(F)c(F)cc(F)c2F)o1,2,-5,-2,3,-7,-21,0,-1.1
CCN(CC)CCSc1nc(O)c(Cc2ccccc2)c(=O)n1-c1ccccc1,-2,-2,-6,2,-18,14,11,-1.7
COc1cc(-c2nnc(CSc3nnc(Nc4ccc(C(C)C)cc4)s3)o2)cc(OC)c1OC,3,-6,-360,-3,17,-27,-21,20
Cc1ccc(C)c(NC(=O)CN(C)C(=O)c2cccc(S(=O)(=O)N3CCN(Cc4ccccc4)CC3)c2)c1,17*,2,2,17,-17,-9,-7,2.2
COc1ccc(Cc2cnc(N)s2)cc1,1,8,5,3,8,-25,-7,-2.8
COc1cc(C)ccc1S(=O)(=O)NC1CC(C)(C)NC(C)(C)C1,1,-3,11,-13,4,2,-3,-0.5
COc1ccc(C(=O)Nn2c(C)nc3ccccc3c2=O)cc1OC,1,-4,20,-6,6,-23,3,0.5
CC(=O)Oc1ccccc1/C=C1\CCOC1=O,2,-13,15,-1,-9,-29,-7,-0.3

# Structures listed so far printed as active in MPTP inh.
Compound,NR3A LBD binder,HKDC1 inhibitor,SENP7 block,PfG6PD inh,SENP6 block,ATG4B inh,MPTP inh
CCn1nc(C)cc1C(=O)n1nc(C)c(Sc2ncccn2)c1C,2,-8,-4,-3,-5,3,69*

# Next records follow.
SMILES,NR3A LBD binder,HKDC1 inhibitor,SENP8 block,SENP7 block,PfG6PD inh,SENP6 block,ATG4B inh,MPTP inh
Cc1ccccc1Oc1ccc(-c2nc(N)nc(N)n2)cc1,-30,0,13,-3,2,-11,-2,-0.4
O=C(COC(=O)c1ccc(Cl)c(S(=O)(=O)N2CCOCC2)c1)NCc1ccco1,0,-3,9,-8,0,8,-12,-0.7
COc1ccc(NC(=S)N(CCO)Cc2ccccc2)cc1,·,·,7,5,·,0,·,4.6
CC(=O)Nc1cc(C(=O)N(C)Cc2ccco2)ccc1Sc1ccc(C)cc1,-3,-13,6,0,-11,-2,33,2.4
CN(C)S(=O)(=O)c1ccc(C(=O)NCC[N+]2(C)CCCCCC2)o1,0,-7,18,6,8,-30,0,0.7
O=C(COC(=O)Cc1ccc(Br)cc1)NC1CCCCC1,1,-2,24,11,-7,-16,-8,-5.7
CSc1ccccc1NC(=O)CN(C)CC(=O)c1c(C)[nH]c2ccccc12,0,0,6,7,5,13,-9,-1.7
Cc1csc(SCC(=O)Nc2ccccc2C)n1,1,0,6,1,-7,-9,0,0.2
CC1=NNC(=O)C1CCC(=O)N/N=C/c1ccc(Cl)cc1Cl (configuration not stated),1,1,8,-4,0,-20,-1,-1.8
O=C(OCc1ccc(F)cc1)c1cccnc1Cl,8,1,2,5,12,-22,-5,-1.6
O=C(NCc1cccnc1)/C(=C/c1ccc(-c2ccc(Cl)cc2)o1)S(=O)(=O)c1ccccc1,-11,11,-20,1,2,-16,-7,-1.8
CN(C)Cc1cc(C(C)(C)c2cc(CN(C)C)c(O)c(CN(C)C)c2)cc(CN(C)C)c1O,0,-11,23,-5,-4,-6,6,-2.0
CSCC[C@H](NC(=O)Cc1c(C)c2cc3c4c(oc3cc2oc1=O)CCCC4)C(=O)O,-2,3,-316,-9,-16,-19,0,0.8
O=C(NCCOc1nc(N2CCCCC2)nc(N2CCCCC2)n1)Nc1ccccc1,-4,-8,9,-8,18,2,32,14
Cc1nn(CC(=O)Nc2ccc(Cl)cc2)c(=O)c2cc(-c3ccccc3)nn12,-1,-5,17,1,-7,-18,4,-0.4

# Sorted by value in NR3A LBD binder (smallest number first): some entries from above.
SMILES	NR3A LBD binder
O=C(NCCOc1nc(N2CCCCC2)nc(N2CCCCC2)n1)Nc1ccccc1	-4
CC(=O)Nc1cc(C(=O)N(C)Cc2ccco2)ccc1Sc1ccc(C)cc1	-3
O=C(COC(=O)Cc1ccc(Br)cc1)NC1CCCCC1	1
